# Xi reactivation: activators of X-chromosome reactivation in mouse fibroblasts. XiGFP mouse fibroblasts, % GFP-positive cells imaging, 3 d; cells co-treated with 5-aza-dC sensitizer; scaled so ellipticine positive control = 100%. activation, % at 7.58 µM. 360,000 tested, 0.055% active. AID 743238;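 active = mean normalized replicate activation at least 10% and every replicate at or above 10%; inconclusive = only one of the two criteria met; inactive = mean below 10% and not all replicates reach 10%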;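 also: 0% = median of on-plate neutral control wells and 100% = ellipticine 6 µM median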
#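 assay system = SV40-immortalized XiGFP fibroblast cells, line 68-5-11 | buffer or medium = DMEM plus 5-aza-dC sensitizer | doses = single-point pinned compound dosing | times = 3-day compound exposure, then 15 min fixation at room temperature | benchmarks = positive control ellipticine, 6 µM final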
# esBAF inh: inhibitors of esBAF chromatin remodeling in mouse ES cells | Bmi1-luciferase knock-in reporter, 24 h; 100% = twice the neutral-well signal | reporter increase, % at 12.5 µM | 350,000 tested, 2% active | AID 602393; in the data active = activation above about 40%; inconclusive = no clear call, values can overlap the other calls;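 also: 0% = median of the plate's neutral control wells and 100% = double that signal; a rise in the Bmi1 reporter signal indicates esBAF inhibition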
# RAD54 inh: RAD54 (human) branch migration inhibition; RAD54 Holliday junction branch migration, FAM/BHQ fluorescence; Q92698; 360,000 tested, 0.14% active; inhibition, % at 10.4 µM;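 active = mean normalized replicate activity at least 40 and at least half of replicates scoring 40 or more; inconclusive = only one of the two criteria met; inactive = mean below 40 and under half of replicates reaching 40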;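 also: 0% = median of neutral control wells and 100% = median of positive control wells; inhibitors cause a drop in the FAM fluorescence signal; in these data hits start at about 50%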
# ARNT-TACC3 inh: disrupts binding between human ARNT and TACC3. Q9Y6A5. AlphaScreen His-ARNT PAS-B/GST-TACC3 binding, luminescence; TACC3 fragment carries E629A point mutation. inhibition, % at 9.99 µM. 390,000 tested, 0.66% active. AID 623870;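 active = mean inhibition of replicates at least 50% and at least half of replicates each reaching 50%; inconclusive = half or more replicates reach 50% but mean below 50%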;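 also: 0% = complete ARNT plus TACC3 wells and 100% = ARNT alone without TACC3; many hits fall short of the cut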
# RAD52 anneal inh: inhibitors of human RAD52 DNA annealing | recombinant RAD52 DNA annealing, FRET fluorescence | inhibition, % at 18.7 µM | 360,000 tested, 0.46% active | AID 651710;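 active = every replicate showing at least 50% inhibition; inconclusive = mean inhibition at least 50% but not in every replicate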
# Target sequence (P43351 whole entry, looked up): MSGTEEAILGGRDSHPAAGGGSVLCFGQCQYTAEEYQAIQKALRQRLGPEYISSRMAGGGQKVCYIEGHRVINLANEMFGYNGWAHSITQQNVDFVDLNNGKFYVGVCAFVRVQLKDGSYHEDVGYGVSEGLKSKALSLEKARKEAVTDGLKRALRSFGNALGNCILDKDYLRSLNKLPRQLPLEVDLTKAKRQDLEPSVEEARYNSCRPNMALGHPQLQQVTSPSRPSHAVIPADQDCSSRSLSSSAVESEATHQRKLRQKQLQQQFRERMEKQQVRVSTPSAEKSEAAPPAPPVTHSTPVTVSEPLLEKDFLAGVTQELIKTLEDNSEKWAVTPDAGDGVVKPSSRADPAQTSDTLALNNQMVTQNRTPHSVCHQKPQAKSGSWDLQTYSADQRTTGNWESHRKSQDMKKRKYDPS
# CFTR F508del cor: CFTR F508del correction in bronchial cells; 350,000 tested, 0.36% active; AID 720511; activity (quench increase), % at 7.58 µM; CFBE cells, YFP halide quenching; stimulated with forskolin plus potentiator P3; % fluorescence drop versus neutral controls;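 active = mean added fluorescence quench of at least 8% versus neutral control, with both replicates also reaching 8%; inconclusive = only one of the mean or replicate conditions met; inactive = mean below 8% and not both replicates reaching 8%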;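 also: cells transiently co-express mutant CFTR-F508del with the halide-sensitive YFP; corrector assay measuring rescue of mutant channel to the surface after 24 h compound exposure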
# INS-1E GSIS act: GLuc luminescence reporter in INS-1E cells, primary screen for activators of glucose-dependent secretion of insulin. activation, % at 16.6 µM. 370,000 tested, 0.61% active. INS-1E GLuc reporter insulin secretion, 2-3 h;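 active = lowest replicate activation of at least 40%, so every replicate reaches that level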;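 also: 0% = median of neutral control wells and 100% = median of IBMX positive control wells; some compounds called inactive have numbers as strong as hits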
# ERAP1 HTS inh: ERAP1 (human) enzyme inhibition. Q9NZ08. recombinant ERAP1, Leu-AMC fluorescence, 60 min. inhibition, % at 10.7 µM. 340,000 tested, 0.15% active;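 active = mean replicate inhibition of at least 30%, or all replicates individually reaching that 30% level; inactive = mean below 30% and not every replicate reaching it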;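 also: 0% = neutral control wells and 100% = L-leucinethiol positive control wells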
# An asterisk follows results filed as active; ? = inconclusive; . = no result given.
SMILES,Xi reactivation,esBAF inh,RAD54 inh,ARNT-TACC3 inh,RAD52 anneal inh,CFTR F508del cor,INS-1E GSIS act,ERAP1 HTS inh
CCC(=O)N1N=C(c2cccc(NS(C)(=O)=O)c2)CC1c1cccs1 (stereo not given),0.0,12,.,-25,-5,-0.3,2,-7
N#CC(C#N)=CNc1cccnc1,0.0,.,.,-4,-20,1.9,2,1
COc1ccc(OC)c(CN2CCN(CC(=O)Nc3ccccc3C(=O)NC3CC3)CC2)c1,-0.3,-2,-6,1,-5,2.9,46,-2
C[C@H](O)C#Cc1ccc2c(c1)O[C@H](CN(C)Cc1ccccc1)[C@@H](C)CN([C@H](C)CO)S2(=O)=O,-0.1,0,3,3,1,-0.5,-5,-1
Brc1ccc(-c2nnc(Cc3ccccc3)o2)cc1,0.2,.,-9,.,-8,0.0,0,-2
COCC(=O)Nc1ccc2c(c1)C(=O)N(C)C[C@H](OC)[C@@H](C)CN(Cc1cc(F)ccc1F)[C@@H](C)CO2,-0.3,4,-2,1,-11,2.2,-10,0
O=C(CNSc1ccc([N+](=O)[O-])cc1[N+](=O)[O-])OCc1ccccc1,0.0,.,.,.,-3,3.1,-10,1
CCCN1CCN(CCCNC(=O)CN2C(=O)COc3ccc(C(C)(C)C)cc32)CC1,0.2,-3,7,.,-14,1.2,.,-4
CCN(CC(=O)Nc1c(F)cccc1F)C(=O)CNC(=O)c1cccs1,0.2,-4,1,4,-3,-1.1,10,1
C[C@@H]1CCCCO[C@@H](CN(C)CC2CCCCC2)[C@@H](C)CN([C@H](C)CO)C(=O)c2cc(NC(=O)CCC(F)(F)F)ccc2O1,-0.8,-1,15,2,.,-0.7,7,.
O=C(Cn1cc(C(=O)c2ccco2)c2ccccc21)NC1CC1,-0.1,.,.,-3,3,-4.8,-6,1
COc1ccc(Cc2c(C(C)(C)C)nc3cc(C)c(Br)c(C)n23)c(C)c1,-0.1,.,.,.,-20,1.4,1,.
COc1cccc(Cn2nc(C(=O)O)c3ccccc3c2=O)c1,-0.1,6,-7,25,-5,3.5,44,-3
C[C@@H]1CN([C@H](C)CO)C(=O)Cc2cc(NC(=O)c3ccncc3)ccc2O[C@@H]1CN(C)C(=O)Nc1ccc(F)cc1,0.3,-1,2,-8,-3,-1.0,10,1
C=CCSc1nnc(NC(=O)C2CC(=O)N(c3ccc4c(c3)OCCO4)C2)s1 (stereo not given),0.1,1,-3,-14,-19,1.1,12,-2
O=C(NCC(=O)N1CCN(S(=O)(=O)c2ccccc2)CC1)c1ccc(Br)o1,0.1,-4,-3,1,-9,-0.5,-5,2
O=C(NC1CCN(S(=O)(=O)c2ccccc2)CC1)C1CCCCC1,.,-2,-6,20,-3,2.7,4,-2
COc1cc(NC(=S)N2CCC(C(N)=O)CC2)cc(OC)c1,0.1,.,.,5,3,.,.,-2
Cc1ccc2cc(C)c(SCC(=O)Nc3ccc(S(=O)(=O)N4CCCC4)cc3)nc2c1,1.9,-4,.,-1,-6,2.1,15,0
C#CC1(NC(=O)NC(=O)c2c(F)cccc2F)CCCCC1,0.1,.,.,-4,-6,0.0,17,1
CC(C)(C)CC(=O)Nc1cc(S(=O)(=O)N2CCCCCC2)ccc1Cl,5.5,.,.,-8,-21,.,-5,-3
Cc1ncsc1CCOC(=O)C1C2CC3CC(C2)CC1C3 (stereo not given),-0.1,3,1,.,-16,-1.9,4,-3
CN(C)C(=O)CCc1ccc2c3c([nH]c2c1)[C@]1(C)[C@@H](C(=O)N2CCOCC2)C[C@H](CC(=O)NCCC2=CCCCC2)C(=O)N1CC3,0.4,-5,6,-5,-14,3.7,-6,9
O=[N+]([O-])c1cc([N+](=O)[O-])c(Oc2cncc(Cl)c2)cc1NC1CCCCCCC1,-0.1,1,-7,-3,-13,-1.2,.,0
O=C(Cn1c(=O)oc2cc(S(=O)(=O)N3CCCCCC3)ccc21)NC1CCCCC1,0.0,-3,-2,0,-3,-0.1,-5,1
Cc1cc(=O)oc2cc(OCC(=O)NCc3ccncc3)ccc12,.,-1,4,0,-8,-1.0,20,3
C[C@H](CO)N1C[C@H](C)[C@H](CN(C)C(=O)c2ccccc2)OCCCC[C@H](C)Oc2ccc(NS(=O)(=O)c3ccccc3)cc2C1=O,-0.1,6,-5,2,5,0.5,3,0
COc1ccc(-c2cc(COc3ccccc3)on2)cc1,1.0,.,.,12,-13,-1.0,6,-2
C[C@@H]1CN([C@@H](C)CO)C(=O)CCCn2nncc2CO[C@@H]1CN(C)C(=O)CCCN(C)C,-0.1,-1,4,-6,18,1.1,16,-2
COc1ccc(C(=O)NCCc2c[nH]c3ccccc23)cc1[N+](=O)[O-],0.2,5,-9,2,-7,3.6,9,-1
CN1CCOCCOc2ccccc2OCCOCC1,0.0,-7,-31,4,-6,-2.6,13,.
CCCn1c2ccc(C)cc2c2n[nH]c(=S)nc21,0.0,6,-9,-9,-11,-0.5,2,-2
O=C(CSc1ccc([N+](=O)[O-])cc1)Nc1ccccc1N1CCOCC1,0.1,-2,7,.,-12,1.9,1,3
C[C@H]1CN([C@@H](C)CO)C(=O)c2cc(C#Cc3cccc(F)c3)cnc2O[C@H]1CN(C)Cc1ccccn1,.,-9,6,-5,24,3.5,.,-2
CCOc1ccc(S(=O)(=O)Nc2ccc(C(=O)N3CCC3)cc2)cc1,0.2,.,.,10,-8,-1.2,5,-1
O=C(C[C@@H]1C[C@@H]2c3cc(NC(=O)C4CCOCC4)ccc3O[C@@H]2[C@@H](CO)O1)NCc1cccc(F)c1,0.2,-2,9,.,11,-1.3,-7,3
C/C(=N\NC(=O)c1ccncc1)c1cccnc1,0.3,.,1,5,-5,0.7,5,3
COC(=O)CN(c1cc([N+](=O)[O-])ccc1OC)S(C)(=O)=O,1.6,6,.,-3,-7,-1.2,19,-2
Cc1ccc(F)c(S(=O)(=O)NC(=O)C2(C)CCN2C(=O)Cc2ccccc2)c1 (stereo not given),0.0,-10,-1,.,-13,1.8,2,-2
S=c1[nH]nc(COc2cccc3ccccc23)n1Cc1ccccc1,0.0,8,-21,-2,2,3.3,5,.
CSc1ccc(/C=C(\NC(=O)c2ccccc2)C(=O)NN)cc1,0.4,.,-3,-2,-54,1.1,-3,-1
CCc1nnc(NC(=O)CN2CCN(c3ccccc3OC)CC2)s1,.,6,3,-39,.,.,-11,.
Cc1n[nH]c(C)c1S(=O)(=O)N(CC(=O)NC1CCCC1)c1ccc(C(C)C)cc1,0.2,2,-3,14,-17,0.3,4,0
Cc1cc(C)cc(NC(=O)N2CCNC(=O)C2CC(=O)Nc2cc(Cl)ccc2Cl)c1 (stereo not given),0.0,-2,0,-3,-5,-3.7,-27,1
Cc1cc(C)n2nc(SCC(=O)c3cccs3)nc2n1,0.2,11,-10,1,-2,-0.3,-4,1
CCN(Cc1ccc(NC(C)=O)cc1)CC1CCCN(CCc2cccc(F)c2)C1 (stereo not given),1.0,-4,4,-1,-13,1.1,-20,-3
CCc1cc2c(nc1CC)CCCN2S(=O)(=O)c1c(C)noc1C,0.0,.,.,.,-9,1.7,-29,1
CCCCNC(=O)NS(=O)(=O)c1ccc(NC(=O)CCC(=O)c2cccs2)cc1,0.0,0,3,-11,-1,-2.0,2,-2
COc1cccc(CN(C)CC(=O)NCc2ccccc2Cl)c1,0.0,-4,5,-7,-14,.,-3,-4
NC(=O)c1ccccc1NC(=O)COC(=O)CSCc1cccc(Cl)c1,0.1,2,-2,-15,-10,2.1,28,2
COCC(=O)Nc1ccc2c(c1)C(=O)N(C)C[C@H](OC)[C@@H](C)CN(C(=O)c1cnccn1)[C@H](C)CO2,-0.1,-4,-4,3,-6,-0.1,4,-1
CN(C)C(=O)C[C@H]1C=C[C@H](NC(=O)NC2CCCC2)[C@H](CO)O1,0.1,-4,2,-3,12,5.5,6,-2
COc1ccc(NC(=O)CN(C)C(=O)c2cc3c(s2)CCCCC3)cc1,0.2,-4,-8,14,-15,1.6,-18,2
COc1cc(C(=O)C(=O)N2CCC(Cc3ccccc3)CC2)cc2ccccc12,-0.1,.,.,.,-14,2.6,-12,0
Cc1nnc(NC(=O)CSc2nnnn2Cc2ccccc2)s1,.,1,-4,-10,.,.,13,.
O=S1(=O)CC(N2CCN(Cc3ccccc3F)CC2)CN1Cc1cn(Cc2ccc(Cl)cc2)nn1 (stereo not given),0.1,.,.,.,-13,-0.9,-29,.
CCOC(=O)C1=C(CN2CCc3ccccc32)NC(=O)NC1c1ccc(Cl)cc1 (stereo not given),.,2,-1,6,.,.,-37,.
CCOC(=O)Cc1csc(NC(=O)c2ccc(Cl)s2)n1,0.0,?,-9,6,-16,6.1,-53,0
Cc1noc(C)c1NC(=O)Nc1cccc2c1O[C@H](CN(C)C(=O)Nc1ccc(C(F)(F)F)cc1)[C@H](C)CN([C@H](C)CO)C2=O,0.1,0,-5,4,.,1.7,-17,.
C=CCNC(=O)NC(=O)Cn1c(=O)c2c(ncn2CC)n(Cc2ccccc2)c1=O,0.1,-12,-8,0,13,0.5,7,1

# The list continues:
SMILES,Xi reactivation,esBAF inh,RAD54 inh,ARNT-TACC3 inh,RAD52 anneal inh,CFTR F508del cor,INS-1E GSIS act,ERAP1 HTS inh
CCOC(=O)C1CCN(S(=O)(=O)c2ccc3c4c(cccc24)C(=O)N3CC)CC1,0.0,-3,10,-44,1,4.7,.,-15
COc1ccc(OC)c(NC(=O)NC2CCCc3ccccc32)c1 (stereo not given),0.5,1,5,.,-16,-0.7,-2,2
C[C@H](CO)N1C[C@H](C)[C@@H](CN(C)S(=O)(=O)c2cccs2)OCCCC[C@H](C)Oc2ccc(NS(=O)(=O)c3ccccc3)cc2C1=O,0.0,4,-1,-12,-11,0.9,-6,-7
CCOc1ccc(/C=N/NC(=O)c2cc3c(OC)cc(OC)c(OC)c3[nH]2)cc1,0.0,-4,2,16,-3,1.0,1,0
O=S(=O)(Cc1ccccc1)NC1c2ccccc2Oc2ccccc21,0.2,5,-4,-3,-18,-9.3,.,-3
CCC(=O)N(C)C[C@@H]1Oc2cc(-c3cccc(C#N)c3)ccc2S(=O)(=O)N([C@@H](C)CO)C[C@H]1C,-0.1,3,-3,-4,0,-0.5,-19,3
COc1ccc(CCCNC(=O)C2Cc3c(-c4cccc(NC(C)=O)c4)ccnc3O2)cc1 (stereo not given),0.2,-30,-3,.,-1,-1.0,-28,-2
CO[C@H]1CN(C)C(=O)c2cc(C#N)ccc2OC[C@H]2O[C@H](CC[C@H]2OC)CCN(C)C(=O)[C@@H]1C,0.1,1,-21,-11,-1,-2.0,14,3
O=C(O)c1cnn(-c2nc(-c3cccc([N+](=O)[O-])c3)cs2)c1C(F)(F)F,0.0,-1,10,1,5,-1.8,10,0
CCCc1[nH]n(-c2ccc(F)cc2)c(=O)c1C=NCC1CCCO1 (stereo not given),0.1,0,0,-2,0,1.6,.,-2

# By substructure: the compounds so far containing a COOH group.
SMILES,Xi reactivation,esBAF inh,RAD54 inh,ARNT-TACC3 inh,RAD52 anneal inh,CFTR F508del cor,INS-1E GSIS act,ERAP1 HTS inh
COc1cccc(Cn2nc(C(=O)O)c3ccccc3c2=O)c1,-0.1,6,-7,25,-5,3.5,44,-3
O=C(O)c1cnn(-c2nc(-c3cccc([N+](=O)[O-])c3)cs2)c1C(F)(F)F,0.0,-1,10,1,5,-1.8,10,0

# Assay outcomes from PubChem.

# Not a hit list; any-hit rate near 3.3%.
